MBNL1-CUG inh: qHTS Assay for Inhibitors of MBNL1-poly(CUG) RNA binding; Potency, µM (highest dose often 57.5 µM), for inactives: top-dose activity change, negative = inhibition, usual class: inhibitors; TR-FRET MBNL1-His/biotin-(CUG)12 binding, 665/545 ratio; Muscleblind-like protein 1 (Homo sapiens), Q9NR56; AID 2675, 2010; actives 0.036% (n = 280,000); active = well fitted inhibition curve with a large enough effect in the signal ratio, with a control signal flat, not every such curve was filed as active; inconclusive = small, poorly fitted or top-dose-only effect, or effect the other way, or a change in a side signal; inactive = no such curve, though single readings can be large or run the other way; the % refers to the signal ratio; also: % is scaled to controls: 0 for no effect and ±100 for the full control effect
Target sequence (Q9NR56 whole entry, looked up): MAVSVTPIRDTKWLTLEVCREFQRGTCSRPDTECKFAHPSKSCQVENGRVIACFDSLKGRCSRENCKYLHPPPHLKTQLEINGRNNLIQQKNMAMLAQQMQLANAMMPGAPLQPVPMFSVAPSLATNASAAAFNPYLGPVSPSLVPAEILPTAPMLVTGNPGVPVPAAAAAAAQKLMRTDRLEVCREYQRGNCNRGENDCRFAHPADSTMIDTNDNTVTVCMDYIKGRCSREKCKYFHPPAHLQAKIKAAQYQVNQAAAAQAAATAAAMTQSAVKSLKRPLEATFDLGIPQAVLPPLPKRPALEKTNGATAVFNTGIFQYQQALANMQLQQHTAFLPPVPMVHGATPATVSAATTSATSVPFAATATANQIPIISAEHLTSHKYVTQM
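Inhibition of protein-RNA binding appears as loss of TR-FRET between terbium anti-His antibody on MBNL1-His and streptavidin-XL665 on biotin-(CUG)12. Activity is normalized to buffer-only and uninhibited-complex controls.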
uPA surface inh: qHTS for Inhibitors of Cell Surface uPA Generation; cell surface uPA generation assay, qHTS; Potency, µM (top dose mostly 38.3 µM), for inactives: top-dose activity change, negative = inhibition, usual class: inhibitors; actives 0.31% (n = 330,000); AID 540303, 2011; active = well fitted inhibition curve with a large enough effect; inconclusive = small, poorly fitted or top-dose-only effect; inactive = no such curve, though single readings can be large or run the other way; tested in mouse RAW 264.7 cells; also: % is scaled to controls: 0 for no effect and ±100 for the full control effect; nearly all actives have a fitted effect of over 55% in size
ELG1 genotoxic: qHTS screen for small molecules that induce genotoxicity in human embryonic kidney (HEK293T) cells expressing luciferase-tagged ELG1; HEK293T ELG1-luciferase reporter, luminescence, 16 h; Potency, µM (titrated, usually from 46 µM), for inactives: top-dose activity change, positive = activation, actives largely listed as activators; actives 1.3% (n = 330,000); AID 504466, 2011; also: % of control where 0% means no effect; nearly all actives have a fitted effect of over 60% in size
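DMSO vehicle served as control against compound-treated ELG1-luciferase HEK293T cells; exposure lasted 16 hr at 37 °C and 5% CO2, followed by ONE-Glo luminescence detection after 30 min.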
RORg inh: qHTS for inhibitors of ROR gamma transcriptional activity; Nuclear receptor ROR-gamma (Mus musculus), P51450; Drosophila S2 Gal4-RORgamma UAS-luciferase reporter, 20 h; Potency, µM (doses to about 53.6 µM), for the others: top-dose activity change, negative = inhibition, most hits filed as inhibitors; actives 5.4% (n = 310,000); AID 2551, 2010; also: % is scaled to controls: 0 for no effect and ±100 for the full control effect; nearly all actives have a fitted effect of over 60% in size
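Read-out: Photinus luciferase luminescence; inhibitors lower reporter signal. Insect Schneider cells with Gal4-ROR gamma fusion under metallothionein promoter, UAS reporter; 700 uM final copper sulfate induction, 20 hr, ambient temperature.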
VP16 counter: VP16 counterscreen qHTS for inhibitors of ROR gamma transcriptional activity. Drosophila S2 Gal4-VP16 UAS-luciferase, luminescence, 20 h. Potency, µM (doses to about 53.6 µM), for inactives: at the top dose activity, negative = inhibition, most hits filed as inhibitors. actives 3.5% (n = 310,000). AID 2546, 2010;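 also: Gal4-VP16 expression switched on by copper sulfate through the metallothionein promoter; % is scaled to controls: 0 for no effect and ±100 for the full control effect; nearly all actives have a fitted effect of over 50% in size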
NPC1 promoter act: qHTS Assay for NPC1 Promoter Activators; Potency, µM (top dose mostly 9.22 µM), for inactives: at the top dose activation, hits mostly activators; Huh7 NPC1 promoter luciferase reporter, 24 h; actives 2.4% (n = 320,000); AID 485313, 2010;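 also: % of control where 0% means no effect; nearly all actives have a fitted effect of over 60% in size; reporter is driven by a mutant NPC1 promoter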
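Compounds in DMSO were transferred onto Huh7 NPC1-luciferase reporter cells pre-incubated 2 h; after 24 h at 37 °C, Amplite reagent was dispensed and luminescence recorded 10 min later.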
BRCA1 expr act: qHTS Assay to Identify Small Molecule Activators of BRCA1 Expression; MCF7-BRCA1-FFLuc reporter, luminescence, 48 h; response scale: scaled: vehicle 0%, 10 µM genistein 100%; Potency, µM (top dose mostly 46.1 µM), without a hit: at the highest dose activation, most hits filed as activators; actives 1.1% (n = 380,000); AID 624202, 2012; also: nearly all actives have a fitted effect of over 80% in size; some results filed as inactive show a strong effect at the top dose
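MCF7-BRCA1-FFLuc, 2000 cells/well; 2 h attach, 37 °C/5% CO2; compound 48 h; luciferase substrate 15 min; luminescence end-point. Norm. to genistein 10 microM max activation and DMSO; concentration-response curves fitted.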
FLuc counter: qHTS profiling assay for firefly luciferase inhibitor/activator using purifed enzyme and Km concentrations of substrates (counterscreen for miR-21 project) | actives 6.9% (n = 360,000) | AID 588342, 2011 | Luciferin 4-monooxygenase (Photinus pyralis), P08659 | purified FLuc, Km substrates, luminescence inhibition | Potency, µM (series often up to 57.5 µM), for the others: at the highest dose activity change, negative = inhibition, usual class: inhibitors;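 also: plate controls were vehicle for no effect and reference inhibitor for full effect; nearly all actives have a fitted effect of over 55% in size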
Target sequence (P08659 whole entry, looked up): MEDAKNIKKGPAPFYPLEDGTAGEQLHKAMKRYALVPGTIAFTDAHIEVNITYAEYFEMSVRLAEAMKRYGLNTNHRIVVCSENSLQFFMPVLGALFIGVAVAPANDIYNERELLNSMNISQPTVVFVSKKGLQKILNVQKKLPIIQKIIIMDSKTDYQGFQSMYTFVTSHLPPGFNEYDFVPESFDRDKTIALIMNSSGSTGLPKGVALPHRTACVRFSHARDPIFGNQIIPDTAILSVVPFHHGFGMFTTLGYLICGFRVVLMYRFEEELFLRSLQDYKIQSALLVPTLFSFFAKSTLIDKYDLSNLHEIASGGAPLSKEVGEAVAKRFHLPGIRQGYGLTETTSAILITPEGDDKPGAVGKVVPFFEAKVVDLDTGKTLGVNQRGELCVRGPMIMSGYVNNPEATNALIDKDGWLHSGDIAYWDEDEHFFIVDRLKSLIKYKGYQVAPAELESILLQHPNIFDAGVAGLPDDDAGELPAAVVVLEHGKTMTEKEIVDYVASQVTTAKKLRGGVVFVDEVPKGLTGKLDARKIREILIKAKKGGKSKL
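Biochemical qHTS of compounds, final roughly 60 µM downward over six points, against 10 nM purified firefly luciferase using Km concentrations of substrates (10 uM D-luciferin, 10 uM ATP) in Tris acetate pH 7.5 buffer; luminescence output.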
p53 reactivator: qHTS assay for re-activators of p53 using a Luc reporter; H1299 p53-A138V BP100-luciferase reporter, luminescence, 24 h; Potency, µM (highest dose often 92.2 µM), inactives show at the highest dose activity change, positive = activation, usual class: activators; actives 0.063% (n = 320,000); also: % of control where 0% means no effect; nearly all actives have a fitted effect of over 45% in size
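H1299 (p53-null), stable ts p53-A138V + BP100-Luc; 1000 cells/well, Opti-MEM/10% FBS; cpd 4 pt, 1:5; 24 h, 37 deg C, 5% CO2; detection reagent 10 min RT; luminescence.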
Rab9 promoter act: qHTS Assay for Rab9 Promoter Activators; Huh7 Rab9 promoter-luciferase reporter, luminescence, 24 h; Potency, µM (doses to about 9.22 µM), inactives show at the top dose activation, negative = inhibition, actives largely listed as activators; actives 2.8% (n = 320,000); AID 485297, 2010; also: % of control where 0% means no effect; nearly all actives have a fitted effect of over 60% in size
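Steps: seed 1500 Huh7 Rab9-luc cells per well, rest 2 h at 37 °C; add compound in DMSO; incubate 24 h; add luciferase reagent, 10 min ambient; read luminescence.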
Active calls of the source: *; u = inconclusive; x = not tested or not shown; [ ] = dose if it differs, or a comment. Unless noted, calls follow the shape of the dose curve; as a rule, active = well fitted curve in the direction sought with a large enough effect; inconclusive = small, poorly fitted or top-dose-only effect, or another doubt; inactive = no such curve, though single readings can be large; an effect the other way counts as inactive or inconclusive. Potency is read from the fitted curve at half-maximal effect.

compound	MBNL1-CUG inh	uPA surface inh	ELG1 genotoxic	RORg inh	VP16 counter	NPC1 promoter act	BRCA1 expr act	FLuc counter	p53 reactivator	Rab9 promoter act
CCOCCCNC(=O)C(c1ccc(C)cc1)N(Cc1cccs1)C(=O)c1ccccn1 (stereo not drawn)	-4%	3%	-2%	18%	-7%	-2%	3%	-2%	0%	7%
Cc1ccc(C(=O)Nc2ccc(CC(=O)O)cc2)o1	0%	-4%	0%	-21%	-12%	2%	-38%	u	-3%	-1%
O=C(NCc1ccccn1)c1ccc(N2CCCC2=O)cc1	-14%	-6%	12%	-28%	0%	17%	13µM*	u	u	25%
COc1ccc(OCC(=O)N2CCC(Cc3ccccc3)CC2)cc1	0%	-7%	-1%	11%	26%	-1%	-38%	-17%	5%	-1%
O=C(CSCc1ccc(Cl)c(Cl)c1)Nc1c[nH]c(=O)[nH]c1=O	-2%	-3%	u	-30%	u	0%	-14%	0%	6%	-5%
CC1(C)Cc2ccccc2-c2nnc(-c3ccc(O)cc3)n21	-2%	-4%	0%	4%	0%	-3%	0%	-11%	-4%	-2%
COc1cc(C)c(NC(=O)C(=S)NCc2ccccc2)cc1C	0%	7%	-2%	9%	-11%	1%	26%	-7%	7%	-4%
N=c1sccn1CC(=O)NC(c1ccccc1)c1ccccc1	2%	2%	-3%	-1%	-7%	1%	-9%	0%	-4%	3%
CC(C(=O)NCc1ccc2c(c1)OCO2)N1c2cccc3cccc(c23)S1(=O)=O (stereo not drawn)	14%	2%	-2%	u	-2%	2%	0%	-1%	1%	1%
COc1ccc(NC(=O)C2CCCN(c3c4c(nc5ncnn35)CCC4)C2)cc1OC (stereo not drawn)	-8%	x	0%	37%	-27%	-3%	-1%	0%	-13%	-1%
N/C(=N\OC(=O)Cc1ccc([N+](=O)[O-])cc1)c1cccc(Br)c1	19%	-18%	-2%	3%	4%	-12%	7%	-13%	-1%	1%
COc1ccccc1NC(=O)CN1CCN(c2ccccc2OC)CC1	2%	-7%	-4%	-1%	4%	3%	-27%	1%	2%	2%
Cc1ccccc1OCC(O)CN1CCN(CCN2C(=O)c3cccc4cccc(c34)C2=O)CC1 (stereo not drawn)	u	3%	-5%	-10%	-20%	-4%	7%	-2%	-1%	-3%
Cc1cc(C(=O)N/N=C/c2ccc([N+](=O)[O-])cc2)c2ccccc2n1	x	2.8µM*	5%	u	-2%	-31%[inhibitor]	-54%	-3%	3%	-15%
c1ccc(-n2nnc3ccccc32)nc1	-4%	1%	5%	41%	7%	3%	89%	u	u	u
COc1ccc(CCC(=O)NCc2cn3ccccc3n2)cc1	4%	-10%	-2%	4%	-2%	-5%	0%	3%	0%	1%
COc1cccc(NC(=O)c2ccccc2OCc2c(C)noc2C)c1	x	9%	-1%	x	x	1%	-11%	1%	0%	0%
CCN(CCn1cccn1)Cc1c(C(=O)N2C[C@@H](C)O[C@@H](C)C2)nc2ccc(Cl)cn12	-1%	-1%	-2%	-3%	-17%	-2%	0%	-2%	19%	2%
COc1cccc2cc(C(C)N(CCCN3CCOCC3)C(=S)Nc3cc(C)cc(C)c3)oc12 (stereo not drawn)	-4%	-11%	-7%	u	u	-5%	-45%	-3%	16%	1%
O=C(Nc1nc2ccc(F)cc2s1)C1CC(=O)N(c2ccc3c(c2)OCCO3)C1 (stereo not drawn)	x	1%	-6%	x	x	-1%	8%	x	5%	-3%
Cc1c(CNC2CCC(C)CC2)c(C(=O)O)c(C)n1Cc1ccccc1 (stereo not drawn)	u	6%	-1%	18%	-11%	-4%	-31%	1%	0%	0%
CCOC(=O)CC1(NC(=O)c2cc(COc3cccc(OC)c3)on2)CCCCC1	-6%	3%	0%[9.26 µM]	u	u	-3%	-19%	-3%	16%	-1%
CSc1nnc(Cc2cc(=O)[nH]c(=O)[nH]2)n1-c1cccc(C)c1	-3%	2%	10%	-34%	-5%	-5%	0%	3%	3%	-5%
CC(=O)Nc1ccc(-c2csc(NCCc3ccccc3)n2)cc1	15%	2%	1%	u	-29%	u	58%	u	18%	u
COc1cccc(CC(NC(C)=O)C(=O)NC2CCN(c3nc(C)cc(C)c3C#N)CC2)c1 (stereo not drawn)	3%	-2%	-4%	1%	1%	-2%	-21%	1%	1%	2%
COc1ccc(OC)c(NC(=O)NCc2cccnc2)c1	-2%	-3%	0%	12%	-5%	-3%	-10%	5%	12%	3%
c1ccc(CSc2ncn[nH]2)nc1	2%	4%	0%	7%	4%	-1%	0%	-1%	6%	-4%
CC[C@@]1(C(=O)OC)N[C@H](CN(C)C(=O)Nc2ccc(Cl)cc2)[C@@H]2C(=O)N(C)C(=O)[C@@H]21	x	-7%	-1%	x	x	x	-3%	x	-3%	x
CCN(CC)CC(=O)N1CCCC(N2CCN(c3cccc(C(F)(F)F)c3)CC2)C1 (stereo not drawn)	5%	10%	1%	8%	-11%	-1%	-13%	-9%	7%	2%
CCOc1ccc(C2C(C(=O)c3ccco3)=C(O)C(=O)N2Cc2cccnc2)cc1 (stereo not drawn)	5%	1%	-2%	u	5%	-2%	0%	3%	17%	3%
Cc1ccc(NC(=O)CN(C)S(=O)(=O)c2cccs2)cc1F	-3%	0%	0%	u	-20%	22%	71%	u	20%	7%
O=C(O)C1CC=CCC1C(=O)Nc1ccc2c(c1)OCCO2 (stereo not drawn)	-17%	-2%	u	u	6%	-2%	0%	u	4%	0%
Cc1nc2ccc(F)cc2cc1C(=O)Nc1cccc(Cl)c1C	3%	2%	11%	5%	-10%	-1%	-64%	0%	0%	-6%
Cc1ccc2nc3c(c(Nc4cccc(O)c4)c2c1)CCC3	-3%	u	-2%	36%	3%	11%	-39%	0%	6%	-2%
N#CC(C(=O)c1ccco1)c1ccccn1 (stereo not drawn)	8%	-5%	u	27%	25%	16%	14µM*	u	u	20%
O=C(NCCc1nc2ccccc2[nH]1)c1cccc(Br)c1	-8%	0%	0%	16%	-6%	0%	-24%	6%	2%	-4%
CSc1ccccc1NC(=O)C1CCCO1 (stereo not drawn)	-1%	x	1%	-2%	0%	1%	6%	-12%	9%	13%
Cc1ccc(S(=O)(=O)c2nc(S(=O)(=O)c3ccc(C)cc3)c(N3CCN(CCO)CC3)s2)cc1	-3%	u	-19%	-1%	-1%	-4%	-26%	-1%	-13%	-5%
CC1(C)N([O-])C(c2cccs2)=C[N+]1=O	8%	0%	1%	-1%	-8%	-1%	-4%	3%	-1%	-1%
C[C@H](CO)N1C[C@H](C)[C@@H](CN(C)C(=O)NC2CCCCC2)Oc2ccc(NC(=O)Cn3cnnn3)cc2C1=O	x	-5%	3%	x	x	x	-9%	x	9%	x
Cc1cccc(C2=NN(c3ccccc3)[C@@H](C(=O)N3CCOC3=O)[C@@H]2c2ccc([N+](=O)[O-])cc2)c1	x	17%	-1%	9%	-4%	x	0%	x	3%	x
CC1CCCC(C)N1CCCNC(=O)c1cc2c(s1)-c1ccccc1OC2 (stereo not drawn)	u	u	9%	-23%	1%	-3%	-19%	-2%	19%	2%
CC(C)NC(=O)CSc1nnc(-c2ccc(S(=O)(=O)N3CCCC3)cc2)n1CC1CCCO1 (stereo not drawn)	0%	1%	3%	2%	0%	-6%	-3%	8%	-4%	-7%
Cc1cc(Cl)ccc1NNC(=O)c1cccs1	x	5%	7%	11%	5%	-2%	-18%	0%	-4%	0%
CCOC(=O)c1c(C)oc2ccc(OCC(=O)C(C)(C)C)cc12	1%	3%	-2%	-36%	-10%	3%	7%	-9%[2.3 µM]	24%	1%
COc1ccc(C(=O)NCC(=O)OCC(=O)NCc2cccs2)cc1	-4%	19%	0%	33%	2%	-4%	-1%	-9%	2%	-5%
CCOC(=O)C(NC(=O)c1cccnc1)(Nc1cccc(C)n1)C(F)(F)F (stereo not drawn)	-3%	-2%	4%	-1%	9%	-1%	-13%	8%	17%	-5%
Cc1cc(C(=O)N/N=C/c2ccccc2[N+](=O)[O-])c(C)o1	u	-21%	u	14%	14%	u	u	17µM*	12%	u
Cc1ccsc1CN(C)C(=O)c1ccc(Oc2ccccc2)cc1	-5%	-7%	u	u	-3%	15%	37%	u	28%	28%
